Assay outcomes as filed in PubChem.
Menin MLL FP TR = inhibitors of human menin-MLL interaction, mutant MLL peptide; Menin + Texas Red MLL mutant peptide, fluorescence polarization; Potency, µM (series often up to 61.6 µM), for inactives: at the top dose FP activity change, negative = inhibition, most hits filed as inhibitors; hit rate 0.23% among 270,000; AID 1768; active = well fitted inhibition curve with a large enough effect in the polarisation, with a control signal flat, not every such curve was filed as active; inconclusive = small, poorly fitted or top-dose-only effect, or effect the other way, or a change in a side signal; inactive = no such curve, though single readings can be large or run the other way; the % refers to the polarisation; also: potency is read from the fitted curve at half-maximal effect; % of control where 0% means no effect; many of its hits are not listed in these tables
TCR activator = activators of T cell receptors; primary human leukocytes, anti-CD3, IL-2 HTRF, 48 h; Potency, µM (doses to about 9.22 µM), for the others: at the top dose activation of IL-2 secretion, usual class: activators; 330,000 tested, under 10 active; also: % of control where 0% means no effect
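HTRF read-out of IL-2 secretion: europium cryptate donor excited at 320nm, d2 acceptor emission at 665nm. Cells were primary human leukocytes incubated 48 hr with compounds and a-CD3 beads, supplying TCR signal only.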
MBNL1-CUG inh = MBNL1-poly(CUG) RNA binding inhibition. TR-FRET MBNL1-His/biotin-(CUG)12 binding, 665/545 ratio. Q9NR56. hit rate 0.036% among 280,000. AID 2675. Potency, µM (series often up to 57.5 µM), for the others: at the highest dose activity change, negative = inhibition, actives largely listed as inhibitors; active = well fitted inhibition curve with a large enough effect in the signal ratio, with a control signal flat, not every such curve was filed as active; inconclusive = small, poorly fitted or top-dose-only effect, or effect the other way, or a change in a side signal; inactive = no such curve, though single readings can be large or run the other way; the % refers to the signal ratio; also: potency is read from the fitted curve at half-maximal effect; % is scaled to controls: 0 for no effect and ±100 for the full control effect
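Ratiometric TR-FRET (665 over 545 nm, excitation 340 nm) tracks disruption of MBNL1-His/biotin-(CUG)12 complex after 60 min at room temperature, with compounds at 92 nM to 58 uM final.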
AT treatment = candidate therapy for ataxia-telangiectasia; […] A-T fibroblasts, KAP-1 phosphorylation AlphaLISA; neocarzinostatin DNA damage 30 min before lysis; Potency, µM (highest dose often 57.5 µM), for inactives: top-dose activation, usual class: activators; hit rate 0.19% among 320,000; AID 485349; also: potency is read from the fitted curve at half-maximal effect; % of control where 0% means no effect; nearly all actives have a fitted effect of over 45% in size
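hTERT-immortalized A-T patient fibroblasts ([…]), 500 cells/well in OPTI-MEM, 1% FBS, got compounds for 60 min, then NCS for 30 min at 37C. Lysates were then assayed for phospho-KAP-1 by AlphaLISA (anti-pKAP1 donor, anti-KAP1 acceptor beads), 6 hr at 25C.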
CXXC DNA block = blocks binding of human MLL CXXC domain to DNA. Q03164. MLL-CXXC / FITC-HOXA9 DNA fluorescence polarization. Potency, µM (doses to about 115 µM), for the others: top-dose activity change, negative = inhibition, most hits filed as inhibitors. hit rate 0.037% among 290,000; active = well fitted inhibition curve with a large enough effect in the polarisation, with a control signal flat, not every such curve was filed as active; inconclusive = small, poorly fitted or top-dose-only effect, or effect the other way, or a change in a side signal; inactive = no such curve, though single readings can be large or run the other way; the % refers to the polarisation; also: potency is read from the fitted curve at half-maximal effect
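Fluorescence polarization: 7 uM MLL-CXXC (stock) preincubated 5 min with compounds, then 50 nM fluorescein-HOX-A9 DNA (stock) added; 30 min ambient. Buffer 50 mM Tris-HCl pH 7.5, 50 mM NaCl, 1 mM DTT, 0.05% BSA.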
TSHR antagonist = antagonists of human thyroid stimulating hormone receptor. AID 504810. activity change, negative = inhibition, % at 11.5 µM. P16473. TSHR-expressing cells, TSH-stimulated cAMP HTRF, 2 h; hits give low values. hit rate 0.2% among 330,000;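 active = activity change below a set negative limit, meaning inhibition stronger than a set level, cut at about -70% in these data; inconclusive = activity change between two set negative limits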; also: % is scaled to controls: 0 for no effect and ±100 for the full control effect
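TSHR-expressing cells were treated with compounds, then stimulated with TSH at EC80 (4nM final) for 2 hours at 37 deg C. Cellular cAMP was measured by HTRF competition between lysate cAMP and cAMP-d2 for a cryptate-labelled anti-cAMP antibody.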
S-ASM inh = blocks human secretory acid sphingomyelinase; Potency, µM (doses to about 57.5 µM), inactives show at the top dose activity change, negative = inhibition, hits mostly inhibitors; hit rate 0.006% among 340,000; placental ASM, HMU-PC fluorogenic substrate, 60 min; also: potency is read from the fitted curve at half-maximal effect
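Steps: dispense placental human ASM, pin compound, wait 10 min at room temperature, add HMU-PC0 substrate at 9 uM final, incubate 60 min at 37 °C, add stop solution raising pH to 10, read fluorescence.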
TSG101-PTAP inh = blocks PTAP/TSG101 interaction to inhibit HIV-1 budding | Potency, µM (titrated, usually from 115 µM), for the others: at the top dose activity change, negative = inhibition, hits mostly inhibitors | Fluorescence polarization, FITC-PTAP peptide / Tsg101 binding | Q99816 | 340,000 tested, under 10 active | AID 493005; active = well fitted inhibition curve with a large enough effect in the main read-out, with a control signal flat, not every such curve was filed as active; inconclusive = small, poorly fitted or top-dose-only effect, or effect the other way, or a change in a side signal; inactive = no such curve, though single readings can be large or run the other way; also: potency is read from the fitted curve at half-maximal effect; % of control where 0% means no effect
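Tsg101 binding domain (10 uM final) was mixed with compound and a FITC-labeled PTAP peptide (50 nM final) in HEPES pH 7.5 buffer with NaCl, Tween 20, EDTA and TCEP; fluorescence polarization was read after 20 min at r.t.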
a7 integrin act = integrin-mediated muscular dystrophy alleviation activation. alpha7betagal myoblasts, beta-gal FDG fluorescence, 48 h. Potency, µM (series often up to 38.3 µM), for inactives: top-dose activation, hits mostly activators. hit rate 0.064% among 350,000. AID 624291;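 also: potency is read from the fitted curve at half-maximal effect; 100% = response of the positive control SU9516; nearly all actives have a fitted effect of over 60% in size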
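alpha7betagal+/- myoblasts (passage 13, 250/well) treated 48 h at 37C with compounds at 1:260 dilution of DMSO stock. Lysed, then beta-galactosidase activity read as FDG fluorescence (ex 480/em 540) after 30 min, with pre-read for autofluorescence.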
Mito fusion act = mitochondrial division inhibition or fusion activation. S. cerevisiae fusion-defective mutant growth rescue, CellTiterGlo 48 h. AID 485298. hit rate 0.23% among 320,000. Potency, µM (doses to about 46.1 µM), for the others: at the highest dose growth rescue (activation), usual class: activators;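 also: potency is read from the fitted curve at half-maximal effect; % of control where 0% means no effect; nearly all actives have a fitted effect of over 45% in size; temperature-sensitive fusion mutants such as fzo1-1 at 37 °C on non-fermentable ethanol glycerol medium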
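Luminescent cell viability in 1536-well qHTS format served as the measure of rescued growth in ts fusion-mutant S. cerevisiae cultured on non-fermentable YPEG for 48 hours at 37C.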
Numbers without * were called inactive; [ ] = another dose, or the depositor's remark. Unless noted, calls follow the shape of the dose curve; as a rule, active = well fitted curve in the direction sought with a large enough effect; inconclusive = small, poorly fitted or top-dose-only effect, or another doubt; inactive = no such curve, though single readings can be large; an effect the other way counts as inactive or inconclusive. This is a subset; rates above refer to the full screens.

Screening COc1c2ccc(C(=O)NCc3cc(C(F)(F)F)cc(C(F)(F)F)c3)cc2nn1C returned Menin MLL FP TR 3%, TCR activator -1%, MBNL1-CUG inh 2%, AT treatment 0%, CXXC DNA block 10%, TSHR antagonist -3, S-ASM inh 37%[activator], TSG101-PTAP inh -3%, a7 integrin act 0% and Mito fusion act -21%.
For O=C(O)CCN1CC2([N+](=O)[O-])C=CC(=O)C([N+](=O)[O-])(C1)C2CC(=O)c1ccccc1 (stereo not drawn) the results were Menin MLL FP TR inconclusive, TCR activator -6%[46.1 µM], MBNL1-CUG inh inconclusive, AT treatment -4%, CXXC DNA block 33%[activator], TSHR antagonist 33, S-ASM inh 0%, TSG101-PTAP inh 2%, a7 integrin act 11% and Mito fusion act -1%.
For CCOC(=O)c1cnc(SC2CCc3ccccc3C2=O)nc1N (stereo not drawn) the results were Menin MLL FP TR -17%, MBNL1-CUG inh -2%, AT treatment 12%, CXXC DNA block 7%, TSHR antagonist -14, S-ASM inh 2%, TSG101-PTAP inh -4%, a7 integrin act 4% and Mito fusion act 20%.
Screening COc1ccc(OC(=O)Nc2ccccc2)cc1 returned Menin MLL FP TR 11%, MBNL1-CUG inh -1%, AT treatment 0%, CXXC DNA block -8%, TSHR antagonist 1, S-ASM inh 1%, TSG101-PTAP inh -4%, a7 integrin act -2% and Mito fusion act -1%.
Screening CCN(CC(=O)Nc1cc(Cl)ccc1C)C(=O)Cn1c(=O)cnc2ccccc21 returned TCR activator 5%, AT treatment -11%, TSHR antagonist -10, S-ASM inh -17%, TSG101-PTAP inh -3%, a7 integrin act 8% and Mito fusion act 7%.
`CN(CC1COCCO1)C(=O)c1cc(COc2c(F)cccc2F)on1` (stereo not drawn) gave Menin MLL FP TR -18%, TCR activator 5%, MBNL1-CUG inh 0%, AT treatment 0%, CXXC DNA block -1%, TSHR antagonist 4, S-ASM inh 0%, TSG101-PTAP inh -2%, a7 integrin act 1% and Mito fusion act 0%.
Screening O=C(NC1CCCC1)C(c1ccncc1)N(C(=O)Cn1nnc(-c2ccccc2F)n1)c1cccc(F)c1 (stereo not drawn) returned Menin MLL FP TR 30%[activator], TCR activator -1%, MBNL1-CUG inh -4%, AT treatment -6%, CXXC DNA block 3%, TSHR antagonist -5, S-ASM inh -2%, TSG101-PTAP inh 1%, a7 integrin act 6% and Mito fusion act -1%.
Screening O=C(NCC1CCCN(C(=O)c2cc(Cl)ccc2F)C1)c1ccc(F)cc1 (stereo not drawn) returned Menin MLL FP TR -9%, TCR activator -7%, MBNL1-CUG inh -8%, AT treatment 7%, CXXC DNA block 56%[activator], TSHR antagonist 10, S-ASM inh 3%, TSG101-PTAP inh -7%, a7 integrin act 11% and Mito fusion act 18%.
For CCn1nc(C)c(NC(=O)c2ccc(Br)o2)c1C the results were Menin MLL FP TR -1%, TCR activator 2%[46.1 µM], MBNL1-CUG inh -8%[11.5 µM], AT treatment 1%, CXXC DNA block 4%, TSHR antagonist 3, S-ASM inh 6%, TSG101-PTAP inh 0%, a7 integrin act 25% and Mito fusion act -13%.
Screening CCOC(=O)c1csc(NC(=O)Nc2cccc(Cl)c2)n1 returned Menin MLL FP TR 1%, TCR activator -5%[46.1 µM], AT treatment 18%, CXXC DNA block -3%, TSHR antagonist 29, S-ASM inh 4%, TSG101-PTAP inh 0%, a7 integrin act 11% and Mito fusion act 9%.
CC(=O)c1ccc(NC(=O)CSC2=NS(=O)(=O)c3cc(Cl)ccc3N2)cc1 was read as TCR activator 1%, AT treatment 2%, TSHR antagonist 1, S-ASM inh 4%, TSG101-PTAP inh -3%, a7 integrin act 15% and Mito fusion act -1%.
`CN(CC(=O)Nc1ccccc1Br)C(=O)c1cc(S(=O)(=O)N(C)C)ccc1N1CCCC1` gave TCR activator 0%, AT treatment 17%, TSHR antagonist -3, S-ASM inh 3%, TSG101-PTAP inh -3%, a7 integrin act 7% and Mito fusion act -1%.
`COc1cccc(CN2CC(C(=O)NCC3CCOCC3)CCC2=O)c1` (stereo not drawn) gave Menin MLL FP TR 0%, TCR activator 9%, MBNL1-CUG inh 5%, AT treatment 5%, CXXC DNA block 7%, TSHR antagonist 9, S-ASM inh 3%, TSG101-PTAP inh -3%, a7 integrin act -10% and Mito fusion act -6%.
`COCCN(CCOC)S(=O)(=O)c1ccc(C(=O)NC2CCN(Cc3ccccc3)CC2)cc1` gave Menin MLL FP TR -5%, TCR activator -2%, MBNL1-CUG inh 10%, AT treatment 5%, CXXC DNA block -4%, TSHR antagonist -13, S-ASM inh -2%, TSG101-PTAP inh -3%, a7 integrin act -3% and Mito fusion act -3%.
For O=C(Nc1ccc(Cl)cn1)c1ccc2c(c1)OCCO2 the results were Menin MLL FP TR 17%, TCR activator 0%, MBNL1-CUG inh -1%, AT treatment 8%, CXXC DNA block -2%, TSHR antagonist -6, S-ASM inh 5%, TSG101-PTAP inh 0%, a7 integrin act 16% and Mito fusion act -2%.
COCCNC(=O)CSc1nc(-c2ccccc2)c(-c2ccccc2)o1 was read as Menin MLL FP TR inconclusive, TCR activator -26%, MBNL1-CUG inh 6%, AT treatment -3%, CXXC DNA block -5%, TSHR antagonist 6, S-ASM inh -1%, TSG101-PTAP inh -2%, a7 integrin act 7% and Mito fusion act inconclusive.
CCN(CC)c1ccc(CNC(=O)C/C(C)=N/NC(=O)COc2ccc(C)cc2Br)cc1 was read as TCR activator -1%, MBNL1-CUG inh 0%, AT treatment -5%, CXXC DNA block -5%, S-ASM inh 2%, TSG101-PTAP inh -2%, a7 integrin act inconclusive and Mito fusion act -3%.
For COc1ccc(NC(=O)C2CCCN(S(=O)(=O)c3cccc4cccnc34)C2)cc1 (stereo not drawn) the results were Menin MLL FP TR -4%, TCR activator 7%, MBNL1-CUG inh -13%, AT treatment 1%, CXXC DNA block -2%, TSHR antagonist -16, S-ASM inh 0%, TSG101-PTAP inh 1%, a7 integrin act 27% and Mito fusion act 3%.
`CN(C)S(=O)(=O)c1cccc(NC(=O)CSc2nc3ccccc3n2-c2ccccc2)c1` gave Menin MLL FP TR -17%, TCR activator 3%[46.1 µM], MBNL1-CUG inh 11%, AT treatment -2%, CXXC DNA block 16%, TSHR antagonist 7, S-ASM inh -7%, TSG101-PTAP inh -3%, a7 integrin act -41% and Mito fusion act 18%.
For CSc1nc2nc(C)c(C/C=C/c3ccccc3)c(=O)n2[nH]1 the results were Menin MLL FP TR -18%, TCR activator 4%, MBNL1-CUG inh 1%, AT treatment 0%, CXXC DNA block 22%, TSHR antagonist -9, S-ASM inh -1%, TSG101-PTAP inh -6%, a7 integrin act 13% and Mito fusion act 0%.
Screening CCN(CC)Cc1oc(CO)cc(=O)c1O returned Menin MLL FP TR 1%, TCR activator -3%, MBNL1-CUG inh -3%, AT treatment 3%, CXXC DNA block -10%, TSHR antagonist 0, S-ASM inh 1%, TSG101-PTAP inh 0%, a7 integrin act -38% and Mito fusion act 12%.
Cc1cc(NS(=O)(=O)c2ccc(NC(=O)COc3ccccc3[N+](=O)[O-])cc2)no1 was read as TCR activator -3%, MBNL1-CUG inh inconclusive, AT treatment 6%, CXXC DNA block 4%, TSHR antagonist 5, S-ASM inh -1%, TSG101-PTAP inh -3%, a7 integrin act 4% and Mito fusion act -1%.
O=C(O)/C=C/C(=O)Nc1ccc2nccnc2c1 was read as Menin MLL FP TR 8%, TCR activator 2%, MBNL1-CUG inh inconclusive, AT treatment 2%, CXXC DNA block 28%, TSHR antagonist 3, S-ASM inh 81%[activator], TSG101-PTAP inh 1%, a7 integrin act -21% and Mito fusion act -5%.
COc1ccc(CNC(=O)CN(Cc2ccc(Cl)cc2)C(=O)c2csnn2)cc1 was read as Menin MLL FP TR 13%, TCR activator 8%, MBNL1-CUG inh -3%, AT treatment 2%, CXXC DNA block -4%, TSHR antagonist 7, S-ASM inh 3%, TSG101-PTAP inh -8%, a7 integrin act 0% and Mito fusion act -10%.
For COc1cccc(CN=CC2=C(O)CC(C)(C)CC2=O)c1OC the results were Menin MLL FP TR 0%, MBNL1-CUG inh -2%, AT treatment 12%, CXXC DNA block 1%, TSHR antagonist -1, S-ASM inh 0%, TSG101-PTAP inh -15%, a7 integrin act 2% and Mito fusion act 4%.
S=C(NCc1ccco1)Nc1cccc(Cl)c1 was read as Menin MLL FP TR 19%, MBNL1-CUG inh -6%, AT treatment -7%, CXXC DNA block -4%, TSHR antagonist -1, S-ASM inh 0%, TSG101-PTAP inh -4%, a7 integrin act 7%[7.66 µM] and Mito fusion act 9%.
